esBAF inh = Bmi1 luciferase reporter increase in mESCs, primary screen, esBAF inhibitor project, mouse ES cells, Bmi1 luciferase knock-in, single point | AID 602393, 2012 | reporter increase, % at 12.5 µM | hit rate 2% among 350,000 | 24 h; 100% = twice the neutral-well signal; in the data active = activation above about 40%;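 note: 0% = median of the plate's neutral control wells and 100% = double that signal; a rise in the Bmi1 reporter signal indicates esBAF inhibition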
E-sel inducer = E-selectin induction in HUVECs, primary screen, imaging, HUVEC, immunofluorescence imaging, single point | P16581 | normalized: neutral wells 0, TNF-alpha wells 100 | activation, % at 7.58 µM | hit rate 0.37% among 260,000 | AID 686992, 2013;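 active = mean E-selectin-positive cell signal at least 10% of the positive control, reached in at least 60% of replicates, without over 20% cell loss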;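 note: in these data hits start at about 27%; measured in HUVEC primary endothelial cells; signal is the percent of cells scored E-selectin positive by PE staining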
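assay system = HUVEC, human umbilical vein endothelial cells | input = 3,000 HUVEC seeded per well | medium = EGM-2 growth medium on 0.1% gelatin-coated wells | dosing = one compound dose added by pin transfer | signal = immunofluorescence imaging | read-out basis = % PE-positive cells | control set = TNF-alpha, DMSO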
RAD52 anneal inh = RAD52 DNA annealing inhibitors, primary screen, biochemical, FRET, single point, set 2; recombinant RAD52 DNA annealing, FRET fluorescence; inhibition, % at 18.7 µM; hit rate 0.46% among 360,000;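 active = every replicate showing at least 50% inhibition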
ERAP1 inh = human ERAP1 aminopeptidase inhibitors, primary screen, biochemical, single point, plate reader; hit rate 0.15% among 340,000; inhibition, % at 10.7 µM; recombinant ERAP1, Leu-AMC fluorescence, 60 min; Endoplasmic reticulum aminopeptidase 1 (Homo sapiens), Q9NZ08;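 active = mean replicate inhibition of at least 30%, or all replicates individually reaching that 30% level; inactive = mean below 30% and not every replicate reaching it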;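 note: 0% = neutral control wells and 100% = L-leucinethiol positive control wells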
RAD54 inh = inhibitors of human RAD54 branch migration, primary screen, biochemical, fluorescence, single point. inhibition, % at 10.4 µM. hit rate 0.14% among 360,000. RAD54 Holliday junction branch migration, FAM/BHQ fluorescence;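 active = mean normalized replicate activity at least 40 and at least half of replicates scoring 40 or more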;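 note: 0% = median of neutral control wells and 100% = median of positive control wells; inhibitors cause a drop in the FAM fluorescence signal; in these data hits start at about 50%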
Target sequence (Q92698 whole entry, looked up): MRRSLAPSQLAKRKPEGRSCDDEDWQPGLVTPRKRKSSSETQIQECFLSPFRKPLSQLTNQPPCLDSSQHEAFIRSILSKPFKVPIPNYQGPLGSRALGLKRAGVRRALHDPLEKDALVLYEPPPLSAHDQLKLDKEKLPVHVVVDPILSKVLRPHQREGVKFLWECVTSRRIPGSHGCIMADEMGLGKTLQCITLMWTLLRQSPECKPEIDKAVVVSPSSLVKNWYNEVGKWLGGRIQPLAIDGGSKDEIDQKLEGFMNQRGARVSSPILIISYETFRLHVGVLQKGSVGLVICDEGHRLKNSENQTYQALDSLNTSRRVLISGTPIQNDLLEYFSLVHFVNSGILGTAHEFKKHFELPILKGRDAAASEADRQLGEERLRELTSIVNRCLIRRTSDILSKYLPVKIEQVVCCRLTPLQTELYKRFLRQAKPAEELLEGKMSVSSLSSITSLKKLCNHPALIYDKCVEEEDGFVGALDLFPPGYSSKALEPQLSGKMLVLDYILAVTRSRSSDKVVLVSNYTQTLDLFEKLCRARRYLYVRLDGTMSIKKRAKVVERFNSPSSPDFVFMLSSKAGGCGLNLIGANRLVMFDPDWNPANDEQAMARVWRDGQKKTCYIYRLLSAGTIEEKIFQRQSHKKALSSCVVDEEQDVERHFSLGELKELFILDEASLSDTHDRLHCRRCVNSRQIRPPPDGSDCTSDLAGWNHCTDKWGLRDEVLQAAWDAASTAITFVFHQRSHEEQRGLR
ERp5 inh = inhibitors of ERp5-driven insulin aggregation, primary screen, biochemical, turbidity, absorbance 650 nm, single point; Protein disulfide-isomerase A6 (Homo sapiens), Q15084; 90 min; inhibition, % at 9.99 µM; hit rate 0.05% among 350,000;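 active = mean replicate inhibition above about 25%, with every replicate also reaching it, limit read from the data, passing the limit was not always enough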
XiGFP reactiv = activators of inactive X chromosome reactivation, primary screen, imaging, XiGFP fibroblasts, GFP high-content imaging, set 2. AID 743238, 2013. activation, % at 7.58 µM. XiGFP mouse fibroblasts, % GFP-positive cells imaging, 3 d; cells co-treated with 5-aza-dC sensitizer; scaled so ellipticine positive control = 100%. hit rate 0.055% among 360,000;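 active = mean normalized replicate activation at least 10% and every replicate at or above 10%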;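 note: 0% = median of on-plate neutral control wells and 100% = ellipticine 6 µM median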
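material = 68-5-11 XiGFP fibroblast line | medium = DMEM plus 5-aza-dC sensitizer | schedule = 3 days compound exposure | benchmarks = positive control ellipticine, 6 µM final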
S100A4 MyoIIA = inhibitors of S100A4-myosin IIA peptide binding, primary screen, biochemical, fluorescence polarization, TAMRA-MyoIIA peptide; Protein S100-A4 (Homo sapiens), P26447; inhibition, % at 10.7 µM; hit rate 0.14% among 360,000; AID 652163, 2013;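 active = mean inhibition of at least 70% across replicates, with every replicate also reaching that level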
Target sequence (P26447 whole entry, looked up): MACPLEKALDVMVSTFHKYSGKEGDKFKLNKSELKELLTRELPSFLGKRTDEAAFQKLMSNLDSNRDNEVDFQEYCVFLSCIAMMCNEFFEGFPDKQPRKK
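System – human S100A4 monomer protein, biochemical binding assay · Buffer or medium – Calcium-containing HEPES buffer, pH 7.2 · Timing – 5 min between mix addition and reading · Also added – TAMRA-labelled myosin IIA heavy-chain peptide probe, 5 nM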
Numbers without * were called inactive.

`COc1ccccc1-c1coc2c(CN3C(C)CCCC3C)c(O)ccc2c1=O` (configuration not stated) gave esBAF inh -7, RAD52 anneal inh -10, ERAP1 inh 0, RAD54 inh 1, ERp5 inh 3, XiGFP reactiv 0.1 and S100A4 MyoIIA 4.
`O=C(CCNS(=O)(=O)c1ccccc1C(F)(F)F)NC1CCCCCC1` gave esBAF inh -6, E-sel inducer -0.1, RAD52 anneal inh -8, ERAP1 inh -7, RAD54 inh 8, ERp5 inh 1, XiGFP reactiv 0.0 and S100A4 MyoIIA -1.
Screening COc1ccccc1C(=O)N(Cc1sccc1C)C1CCS(=O)(=O)C1 (configuration not stated) returned esBAF inh 1, RAD52 anneal inh -11, ERAP1 inh -1, RAD54 inh -6, ERp5 inh -1, XiGFP reactiv 0.1 and S100A4 MyoIIA 0.
Screening COCC(=O)Nc1ccc2c(c1)C(=O)N(C)[C@H]1CC[C@@H](CC(=O)NCCCN(C)C)O[C@H]1CO2 returned esBAF inh 5, E-sel inducer -0.2, RAD52 anneal inh 43, ERAP1 inh 1, RAD54 inh -9, ERp5 inh 0, XiGFP reactiv 0.0 and S100A4 MyoIIA 2.
CC1(C)CC(N2CCCC2)=CC(=[N+]2CCCCC2)C1 was read as RAD52 anneal inh -8, ERAP1 inh 15, RAD54 inh -20, ERp5 inh 2, XiGFP reactiv -0.1 and S100A4 MyoIIA -3.
Screening Cc1cc(C)c(NC(=S)N2CCN(c3ccc([N+](=O)[O-])cn3)CC2)cc1C returned esBAF inh -5, E-sel inducer -1.6, RAD52 anneal inh -7, ERAP1 inh 1, RAD54 inh 4, ERp5 inh 0, XiGFP reactiv -0.1 and S100A4 MyoIIA 8.
COc1ccc(S(=O)(=O)N(C)C[C@@H]2Oc3c(cccc3N(C)C)C(=O)N([C@@H](C)CO)C[C@@H]2C)cc1 was read as esBAF inh 1, E-sel inducer -0.1, RAD52 anneal inh 0, ERAP1 inh 4, RAD54 inh -4, ERp5 inh -4, XiGFP reactiv 0.2 and S100A4 MyoIIA -11.
Screening Cc1noc(C)c1S(=O)(=O)Nc1ccc2c(c1)CC(=O)N([C@@H](C)CO)C[C@@H](C)[C@@H](CN(C)S(=O)(=O)c1c(C)noc1C)O2 returned esBAF inh 3, E-sel inducer -0.1, RAD52 anneal inh 15, ERAP1 inh -1, RAD54 inh 1, ERp5 inh 0, XiGFP reactiv 0.5 and S100A4 MyoIIA 0.
For Cn1cnnc1SCC(=O)N1N=C(c2ccc(Cl)cc2)CC1c1ccco1 (configuration not stated) the results were E-sel inducer -0.1, RAD52 anneal inh -7, ERAP1 inh 3, ERp5 inh -3, XiGFP reactiv -0.4 and S100A4 MyoIIA 8.
For Cc1ccc(N(C(=O)Cn2nnc(-c3ccccc3F)n2)C(C(=O)NC2CCCC2)c2ccncc2)cc1 (configuration not stated) the results were esBAF inh 4, E-sel inducer 0.1, RAD52 anneal inh -5, ERAP1 inh -3, RAD54 inh 17, ERp5 inh 6, XiGFP reactiv 0.0 and S100A4 MyoIIA 0.
`S=C(NCc1cccs1)Nc1cccc2ccccc12` gave E-sel inducer 9.3, RAD52 anneal inh -13, ERAP1 inh -2, RAD54 inh 7, ERp5 inh 0, XiGFP reactiv 0.3 and S100A4 MyoIIA -9.
`COc1ccc(Cl)cc1NC(=O)CSc1nnc(C2CC2)n1N` gave esBAF inh 2, E-sel inducer 2.1, RAD52 anneal inh -12, ERAP1 inh 3, RAD54 inh 10, ERp5 inh 1, XiGFP reactiv 0.1 and S100A4 MyoIIA 3.
For O=C1CSCC(=O)N1Cc1ccc(Cl)c(Cl)c1 the results were esBAF inh 3, E-sel inducer 0.2, RAD52 anneal inh -6, ERAP1 inh -3, RAD54 inh -3, ERp5 inh 1, XiGFP reactiv 0.4 and S100A4 MyoIIA -6.
For O=C(CN1CCN(c2cccc(Cl)c2)CC1)c1ccc(O)cc1O the results were esBAF inh -10, RAD52 anneal inh -21, ERAP1 inh 1, RAD54 inh -2, ERp5 inh -8, XiGFP reactiv 0.0 and S100A4 MyoIIA -2.
Screening O=C(COC(=O)C12CC3CC(CC(O)(C3)C1)C2)NCCc1ccc(Cl)cc1 returned E-sel inducer 0.4, RAD52 anneal inh 4, ERAP1 inh -5, ERp5 inh -3, XiGFP reactiv 0.2 and S100A4 MyoIIA -3.
Screening COC(=O)c1cccc2c(C(=O)O)cc(-c3ccccc3)nc12 returned E-sel inducer -1.4, RAD52 anneal inh -31, ERAP1 inh -11, ERp5 inh 3, XiGFP reactiv 0.3 and S100A4 MyoIIA 11.
`CCOC(=O)c1nc(C)n(-c2cc(OC)c(Cl)cc2Cl)n1` gave E-sel inducer 1.4, RAD52 anneal inh -15, ERAP1 inh 3, ERp5 inh 6, XiGFP reactiv 0.0 and S100A4 MyoIIA -10.
Nc1cc(C(=O)OCC(=O)N2CCOCC2)ccc1Cl was read as esBAF inh 24, E-sel inducer 0.3, RAD52 anneal inh -9, ERAP1 inh 2, RAD54 inh 7, ERp5 inh -4, XiGFP reactiv 0.0 and S100A4 MyoIIA 3.
`Cc1oc2cc3oc(=O)c(CC(=O)N[C@H](C(=O)N[C@@H](C(=O)O)c4ccccc4)C(C)C)c(C)c3cc2c1C` gave esBAF inh 6, RAD52 anneal inh -2, ERAP1 inh 0, RAD54 inh -11, ERp5 inh -2 and S100A4 MyoIIA 4.
For Cc1ccc(S(=O)(=O)NC(=O)C2(C)CCN2C(=O)c2ccccc2CCc2ccccc2)nc1 (configuration not stated) the results were esBAF inh 4, E-sel inducer -0.3, RAD52 anneal inh 1, ERAP1 inh -1, RAD54 inh 3, ERp5 inh -7, XiGFP reactiv 0.0 and S100A4 MyoIIA 1.

Continued (2 carried over from the part before).
`Cc1oc2cc3oc(=O)c(CC(=O)N[C@H](C(=O)N[C@@H](C(=O)O)c4ccccc4)C(C)C)c(C)c3cc2c1C` gave esBAF inh 6, RAD52 anneal inh -2, ERAP1 inh 0, RAD54 inh -11, ERp5 inh -2 and S100A4 MyoIIA 4.
For Cc1ccc(S(=O)(=O)NC(=O)C2(C)CCN2C(=O)c2ccccc2CCc2ccccc2)nc1 (configuration not stated) the results were esBAF inh 4, E-sel inducer -0.3, RAD52 anneal inh 1, ERAP1 inh -1, RAD54 inh 3, ERp5 inh -7, XiGFP reactiv 0.0 and S100A4 MyoIIA 1.
Screening Cc1ccc(C)c2c1CCCC2=O returned esBAF inh -8, E-sel inducer 1.1, RAD52 anneal inh -6, ERAP1 inh 1, RAD54 inh -2, ERp5 inh 4, XiGFP reactiv 0.0 and S100A4 MyoIIA 0.
For CS(=O)(=O)c1ccccc1C(=O)Nc1cccc2ncccc12 the results were esBAF inh -2, E-sel inducer -0.2, RAD52 anneal inh -21, ERAP1 inh -2, ERp5 inh 1, XiGFP reactiv 0.3 and S100A4 MyoIIA 5.
CN(CC(=O)N1CCN(c2ncccn2)CC1)S(=O)(=O)c1ccc(Cl)cc1 was read as RAD52 anneal inh -22, ERAP1 inh 0, ERp5 inh -1, XiGFP reactiv 0.2 and S100A4 MyoIIA -2.
For C/C(=N\NC(=O)c1nnn(-c2nonc2N)c1CN(C)C)c1ccco1 the results were esBAF inh -9, RAD52 anneal inh -19, ERAP1 inh -3, RAD54 inh 5, ERp5 inh -1, XiGFP reactiv 0.0 and S100A4 MyoIIA -13.
Screening Cc1ccc(C)c(NC(=S)NCCc2ccc(F)cc2)c1 returned esBAF inh 2, E-sel inducer 0.2, RAD52 anneal inh -6, ERAP1 inh 1, RAD54 inh 2, ERp5 inh 2, XiGFP reactiv 0.1 and S100A4 MyoIIA -3.
COCCOc1cc(NC(=O)CS(=O)(=O)CC(=O)N(C)C)c(Cl)cc1Cl was read as RAD52 anneal inh -10, ERAP1 inh 0, ERp5 inh -2, XiGFP reactiv 0.0 and S100A4 MyoIIA 5.
`Cc1ccc(S(=O)(=O)N2CCOc3ccccc32)c(C)c1NS(C)(=O)=O` gave esBAF inh -1, E-sel inducer -0.1, RAD52 anneal inh -3, ERAP1 inh -1, RAD54 inh 3, ERp5 inh 1, XiGFP reactiv 0.0 and S100A4 MyoIIA -17.
O=C(NC1CCCCC1)c1ccc(-n2cnnn2)cc1 was read as E-sel inducer 0.5, RAD52 anneal inh 6, ERAP1 inh -2, ERp5 inh -1, XiGFP reactiv 0.0 and S100A4 MyoIIA -1.
For C[C@H]1CN([C@@H](C)CO)C(=O)c2cccc(NC(=O)Nc3ccc4c(c3)OCO4)c2O[C@H]1CN(C)Cc1ccc(-c2ccccc2)cc1 the results were esBAF inh 7, E-sel inducer -2.6, RAD52 anneal inh -9, ERAP1 inh -7, RAD54 inh 1, ERp5 inh 1, XiGFP reactiv -1.4 and S100A4 MyoIIA -29.
`COc1ccc(NC(=O)CN2C(=O)NC(C)(c3ccc4c(c3)OCO4)C2=O)cc1S(N)(=O)=O` (configuration not stated) gave E-sel inducer 0.4, RAD52 anneal inh -23, ERAP1 inh 4, RAD54 inh 4, ERp5 inh 4, XiGFP reactiv -0.1 and S100A4 MyoIIA -10.
For C=CCNC(=O)C1CC2Cn3c(nc4cc5ccccc5cc43)C2N1C (configuration not stated) the results were esBAF inh 17, E-sel inducer 0.0, RAD52 anneal inh -11, ERAP1 inh 3, RAD54 inh -3, ERp5 inh -6, XiGFP reactiv 0.0 and S100A4 MyoIIA -3.
Screening Cc1nn(CC(=O)NNC(=O)c2ccccc2F)c([N+](=O)[O-])c1Br returned RAD52 anneal inh -5, ERAP1 inh 2, RAD54 inh -20, ERp5 inh -2, XiGFP reactiv 0.0 and S100A4 MyoIIA -3.
Screening CCCCCC(=O)Nc1cccc(C2=NOC3(C2)C[C@H](C(N)=O)N(C(=O)COc2ccc(Cl)cc2)C3)c1 (some centres not stated) returned esBAF inh 1, E-sel inducer -0.2, RAD52 anneal inh -39, ERAP1 inh 3, RAD54 inh 1, ERp5 inh 1, XiGFP reactiv 0.0 and S100A4 MyoIIA -10.
For O=C(Nn1cnc2ccccc2c1=O)c1ccc([N+](=O)[O-])cc1Cl the results were RAD52 anneal inh -10, ERAP1 inh -3, ERp5 inh -6, XiGFP reactiv 0.0 and S100A4 MyoIIA -8.
`CCOC(=O)c1ccc(S(=O)(=O)N2CCN(C3CC(=O)N(c4ccccc4C(F)(F)F)C3=O)CC2)cc1` (configuration not stated) gave E-sel inducer 0.2, RAD52 anneal inh -16, ERAP1 inh 1, RAD54 inh 10, ERp5 inh 1, XiGFP reactiv 0.0 and S100A4 MyoIIA -2.
`COc1ccc2c3c(n(C)c2c1)[C@@H](CO)NCC31CCN(C(=O)Nc2ccccc2F)CC1` gave E-sel inducer -0.5, RAD52 anneal inh 9, ERAP1 inh 1, ERp5 inh 3, XiGFP reactiv 0.1 and S100A4 MyoIIA 6.

No new results follow: 2 of the compounds above.
`COc1ccccc1-c1coc2c(CN3C(C)CCCC3C)c(O)ccc2c1=O` (configuration not stated) gave esBAF inh -7, RAD52 anneal inh -10, ERAP1 inh 0, RAD54 inh 1, ERp5 inh 3, XiGFP reactiv 0.1 and S100A4 MyoIIA 4.
`O=C(CCNS(=O)(=O)c1ccccc1C(F)(F)F)NC1CCCCCC1` gave esBAF inh -6, E-sel inducer -0.1, RAD52 anneal inh -8, ERAP1 inh -7, RAD54 inh 8, ERp5 inh 1, XiGFP reactiv 0.0 and S100A4 MyoIIA -1.

From PubChem BioAssay
